# Screening results: PubChem BioAssay, several laboratories
# MBD2 DNA inh: blocks human MBD2 binding to methylated DNA. Q9UBB5. TR-FRET, MBD2 binding to methylated oligonucleotide. inhibition, % at 4.4 µM. actives 0.31% (n = 370,000). AID 686964; in the data active = inhibition above about 13%
# ssDAF12 agonist: activates DAF-12 receptor from parasite S. stercoralis; HEK293 ssDAF-12/GRIP1 lit1-tk-luc reporter, luminescence; % of 3 µM dafachronic acid response; AID 652126; activation, % at 6.8 µM; actives 1% (n = 370,000);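 active = activation above the mean over all tested compounds plus 3 SD, cut at about 0.9% in these data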;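 also: 0% = DMSO-only wells and 100% = 3 µM delta7-dafachronic acid wells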
# hcDAF-12 act: activates DAF-12 receptor from parasite H. contortus; actives 1.4% (n = 370,000); HEK293 hcDAF-12 lit1-tk-luc reporter, luminescence; 0% DMSO, 100% Δ7-dafachronic acid; activation, % at 6.8 µM;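 active = activation above the mean of all tested compounds plus 3 SD, cut at about 5.5% in these data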;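 also: 100% = response to 3 µM Δ7-dafachronic acid high control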
# SMARCA2 activ: activators of SMARCA2 function; MG213 cells, MMTV-luciferase reporter, dexamethasone, overnight; actives 1% (n = 370,000); activation, % at 9.1 µM; AID 652017; in the data active = activation above about 7.8%;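 also: 0% = vehicle wells and 100% = reference activator wells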
# DAX1 inh-1: NR0B1 (DAX1) inhibition. P51843. HEK293 Gal4-DAX1 luciferase reporter, luminescence. inhibition, % at 6.75 µM. actives 0.99% (n = 340,000). AID 504766;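 active = inhibition above the mean over all tested compounds plus 3 SD, cut at about 4.2% in these data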;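 also: 0% = DAX1-transfected cells with DMSO and 100% = empty-vector control cells with DMSO; inhibition shows as a rise in luminescence from relieved DAX1 repression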
# PLCb3 inh: inhibitors of human phospholipase C beta3 | Q01970 | Purified PLC-beta3, fluorogenic substrate, fluorescence | inhibition, % at 12.2 µM | actives 0.18% (n = 370,000); in the data active = inhibition above about 11%;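 also: 0% = median of compound wells on plate and 100% = full blocker control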
# Target sequence (Q01970 whole entry, looked up): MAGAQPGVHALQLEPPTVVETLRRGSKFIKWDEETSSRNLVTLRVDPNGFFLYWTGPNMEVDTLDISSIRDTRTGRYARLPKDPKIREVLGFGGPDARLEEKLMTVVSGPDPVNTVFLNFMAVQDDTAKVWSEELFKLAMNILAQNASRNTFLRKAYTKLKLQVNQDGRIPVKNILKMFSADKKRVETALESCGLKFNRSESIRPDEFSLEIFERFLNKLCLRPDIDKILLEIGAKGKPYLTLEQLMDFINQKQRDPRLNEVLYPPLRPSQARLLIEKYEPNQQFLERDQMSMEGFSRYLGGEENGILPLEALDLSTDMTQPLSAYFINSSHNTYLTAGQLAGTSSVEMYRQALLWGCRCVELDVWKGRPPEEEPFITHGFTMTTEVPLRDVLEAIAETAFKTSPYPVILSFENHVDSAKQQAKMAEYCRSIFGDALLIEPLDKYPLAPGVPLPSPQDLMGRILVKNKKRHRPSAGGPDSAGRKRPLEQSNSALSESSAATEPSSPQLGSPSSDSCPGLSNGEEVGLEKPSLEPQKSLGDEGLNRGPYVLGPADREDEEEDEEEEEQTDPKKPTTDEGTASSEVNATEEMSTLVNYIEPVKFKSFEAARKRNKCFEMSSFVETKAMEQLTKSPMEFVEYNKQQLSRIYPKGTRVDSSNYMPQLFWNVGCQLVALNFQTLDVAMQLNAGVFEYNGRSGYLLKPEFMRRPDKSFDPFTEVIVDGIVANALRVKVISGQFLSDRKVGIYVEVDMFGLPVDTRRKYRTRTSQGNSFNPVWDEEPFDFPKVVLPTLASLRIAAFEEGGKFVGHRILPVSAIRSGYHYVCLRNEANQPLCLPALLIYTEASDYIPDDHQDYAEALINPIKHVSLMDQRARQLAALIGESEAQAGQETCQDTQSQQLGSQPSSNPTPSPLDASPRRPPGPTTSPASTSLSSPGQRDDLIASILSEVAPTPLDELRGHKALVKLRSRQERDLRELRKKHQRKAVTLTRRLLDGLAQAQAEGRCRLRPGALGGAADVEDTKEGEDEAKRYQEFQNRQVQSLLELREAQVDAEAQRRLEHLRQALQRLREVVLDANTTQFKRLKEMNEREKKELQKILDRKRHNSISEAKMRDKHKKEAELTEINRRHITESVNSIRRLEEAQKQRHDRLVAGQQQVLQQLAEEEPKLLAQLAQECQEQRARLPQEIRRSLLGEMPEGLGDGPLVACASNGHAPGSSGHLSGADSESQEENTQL
# DAX1 inh-2: inhibitors of DAX1 repression of SF-1 activated StAR promoter. HEK293T StAR-luciferase reporter, SF-1/DAX-1 repression relief. inhibition, % at 6.8 µM. actives 1.1% (n = 370,000). AID 652010;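 active = inhibition above the mean over all tested compounds plus 3 SD, cut at about 3.6% in these data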;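 also: 0% = DAX-1 cells with DMSO and 100% = cells lacking DAX-1 with DMSO; higher inhibition means more luminescence from relief of DAX-1 repression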
# PLC-gamma1 inh: blocks human PLC-gamma1 enzyme activity; P19174; purified PLC-gamma1, fluorogenic substrate, fluorescence; inhibition, % at 12.2 µM; actives 0.84% (n = 370,000); AID 720700; in the data active = inhibition above about 9.5%
# ADAM17 inh: inhibitors of human ADAM17 | P78536 | recombinant ADAM17, EDANS/DABCYL FRET peptide cleavage | inhibition, % at 6.95 µM | actives 0.83% (n = 370,000) | AID 720648;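 active = inhibition above the mean of compounds lying between control limits plus 3 SD, set per campaign, cut at about 8.5% in these data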;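 also: 0% = DMSO-only wells as the low control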
# hgDAF12 agonist: activates the H. glycines DAF-12 receptor ligand-binding domain; actives 1.8% (n = 370,000); activation, % at 6.8 µM; HEK293 GAL4-hgDAF12 UAS-luciferase reporter, agonist luminescence; normalized to butyrate control;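 active = activation above a cutoff set at the mean of all screened compounds plus 3 SD, cut at about 10% in these data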;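 also: 0% = DMSO wells and 100% = sodium butyrate wells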
# NR1D1 modulator: modulators of human Rev-erb alpha DNA binding | P20393 | activity, % at 10 µM | Rev-erbα–FITC-DNA binding, fluorescence polarization, 90 min | actives 0.79% (n = 370,000);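 active = activity above about 14%, limit read from the data; passing the limit was not always enough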;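 also: 0% = DMSO wells with 35 nM protein and 100% = DMSO wells with 750 nM protein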
# * marks the source's active call; other numbers are inactive results; . = not tested or not shown. No enrichment for hits, and some 7.4% of all compounds hit somewhere here.
# Order of values – MBD2 DNA inh	ssDAF12 agonist	hcDAF-12 act	SMARCA2 activ	DAX1 inh-1	PLCb3 inh	DAX1 inh-2	PLC-gamma1 inh	ADAM17 inh	hgDAF12 agonist	NR1D1 modulator
> O=C(NCCc1c[nH]c2ccccc12)C(=O)NCC1OCCN1S(=O)(=O)c1ccccc1 (centres undefined)
  6	-1.5	1.9	-1	-1.3	-2	-0.2	0	-2	-0.9	7
> COc1ccc(C2CC3(CC(C)(C)NC(=S)N3)Oc3cc(O)cc(C)c32)cc1OC (centres undefined)
  3	-0.8	-2.7	-1	-0.8	3	-0.5	0	-3	-3.4	1
> O=C(Nc1ccn(Cc2ccccc2)n1)c1n[nH]c([N+](=O)[O-])c1Cl
  0	1.1*	6.0*	4	-2.0	1	5.3*	-1	1	17*	-3
> CN(C)C(=O)N1CCC(C(=O)NC2CCCCCCC2)CC1
  0	-1.2	0.7	-1	-0.1	2	-0.1	-2	-4	0.3	-3
> CCCCSc1nc2c(cnn2-c2ccc(C)c(C)c2)c(=O)[nH]1
  2	-1.1	-0.6	3	0.7	4	1.4	3	-2	1.5	3
> O=C(CCNC(=O)C1CCN(S(=O)(=O)c2ccc(F)cc2)CC1)NCc1ccccc1
  -6	-1.1	0.1	1	0.1	-2	0.1	2	-4	0.1	-1
> COc1ccc(C2C(C(C)=O)=C(O)C(=O)N2CCCn2ccnc2)cc1OC (centres undefined)
  -1	-0.9	-1.6	0	1.4	1	0.0	-3	-2	1.1	-3
> O=C(c1ccc2nc(Cc3ccccc3F)oc2c1)N1CC[C@H](O)C1
  -2	-0.6	3.5	-2	0.3	1	6.2*	4	0	5.5	2
> O=C(O)CSc1nnc(CNc2ccc(Cl)cc2)n1Cc1ccccc1
  1	-1.0	-1.2	-2	2.7	-4	-0.4	2	-4	0.3	3
> CCOc1ccc2oc(C(=O)N(CCOC)c3c(N)n(CC(C)C)c(=O)[nH]c3=O)c(C)c2c1
  -2	-0.9	2.7	-2	0.2	-10	0.7	-5	0	0.5	-2
> CCC(=O)Nc1ccc(N2CCN(C(=O)c3ccco3)CC2)c(Cl)c1
  -4	-1.5	-1.4	-2	1.0	0	-3.0	1	1	-1.3	-1
> Cc1cc(N2CCN(C(=O)c3ccco3)CC2)n2ncnc2n1
  2	-0.6	-2.2	0	2.0	1	0.1	0	-1	0.6	-1
> Cc1ccccc1OCC(=O)Nc1ccc(S(=O)(=O)Nc2ccccn2)cc1
  0	-0.8	-1.8	-3	-0.9	-16	-0.2	-7	-9	-3.6	0
> Cc1cc(C)n2nc(SCc3nnc(SCc4ccccc4Cl)s3)nc2n1
  2	-1.7	-1.7	0	0.7	1	0.7	2	-2	-0.3	0
> CS(=O)(=O)N(CC(=O)N1CCN(Cc2ccc3c(c2)OCO3)CC1)Cc1ccc(Cl)cc1
  -5	-2.1	-2.7	-6	-1.9	0	-1.8	2	-3	-4.1	2
> COc1ccc(-c2c(N)n[nH]c2C)cc1OC
  2	-1.5	-2.5	0	0.5	-3	-0.3	2	-3	1.8	3
> O=C(/C=C/c1cn(-c2ccccc2)nc1-c1ccc2c(c1)OCCO2)NCCO
  6	-0.8	-1.2	-2	1.1	-51	-0.3	-33	-7	1.3	0
> C=CCNC(=O)CN(C(=O)Cc1ccc(Cl)cc1)c1cccc(Br)c1
  -2	-0.8	-0.8	7	.	-1	-0.4	2	4	-3.1	1
> Cc1csc(NC(=O)c2cc3c(s2)CCC3)n1
  -2	0.8	7.4*	3	-1.4	-17	2.7	-14	1	17*	-1
> Nc1nonc1-n1nnc(C(=O)N/N=C/c2c(Cl)cccc2Cl)c1CN1CCOCC1
  -7	-0.4	-0.2	-1	1.0	-2	-0.1	1	2	-0.4	-1
> N#Cc1ccc(-c2ccco2)nc1SCC(=O)c1ccc(Cl)cc1
  0	-1.5	0.9	1	0.0	-307	0.2	-221	-1	4.1	5
> CC(C)(C)OC(=O)N(CCc1ccccc1)Cc1ccccc1OCc1ccc(NC(=O)C2CCC2)cc1
  3	-1.8	-2.0	-4	-0.2	-1	-1.3	0	-1	-7.5	-1
> O=C(CSc1nnc(CNc2ccc(F)cc2)n1CC1CCCO1)Nc1ccccc1 (centres undefined)
  3	-0.8	0.3	-4	-0.5	2	0.8	0	0	-1.9	-2
> COCCNC(=O)C1CCCN(C(=O)COCc2ccccc2)CC1 (centres undefined)
  3	-1.1	-0.4	0	.	1	-1.3	-2	-4	3.4	-5
> COc1cccc(C(=O)NCc2ccc(N3CCN(C(=O)OC(C)(C)C)CC3)cc2)c1
  -1	-1.2	0.6	0	-0.3	6	-0.4	3	-1	-0.2	0
> Cc1ccccc1Nc1cc(C(=O)NCC2CCCO2)c2ccccc2n1 (centres undefined)
  -1	-1.5	0.0	-1	-0.4	-10	-0.8	-12	-1	-0.6	1
> CCc1c(N)nc(N)nc1Nc1ccccc1C
  -1	-1.0	-2.2	-3	1.0	2	-1.6	0	-4	-1.7	2
> O=C(Nc1ccc(C(=O)N2CCOCC2)cc1)c1ccccc1[N+](=O)[O-]
  2	-0.8	-0.3	-3	0.8	-7	-0.3	2	-1	1.4	1
> COc1ccccc1-c1nc(C#N)c(N2CCN(C(c3ccccc3)c3ccccc3)CC2)o1
  -1	-0.4	0.4	1	0.5	4	-0.1	1	3	-0.8	18
> CC(=O)N/C(=C/c1ccc(OS(=O)(=O)c2ccc(C)cc2)cc1)C(=O)NCCCO
  4	-1.1	-1.1	-4	.	-9	0.2	-4	-3	-0.9	1
> CN(C)CCN(Cc1ccccc1)c1nccc(N(C)C)c1C#N
  7	-1.1	-2.3	-1	-0.4	-35	0.7	-30	-34	4.4	-8
> O=C1Cc2ccccc2Sc2cc(OCCCN3CCCCC3)ccc21
  -1	-1.1	1.0	0	2.8	-210	-0.2	-186	-10	0.5	5
> Cc1ccccc1OCCC(=O)OCC(=O)Nc1cc(S(=O)(=O)N2CCOCC2)ccc1Cl
  -2	-0.7	-0.3	-2	0.2	4	0.6	2	11*	3.0	4
> O=C(Nc1nnc([C@@H]2C[C@H](O)[C@@H](CO)O2)s1)c1cccc2ccccc12
  1	0.8	3.6	0	.	-15	5.0*	-9	-18	25*	-11
> CCn1nc(NS(=O)(=O)c2ccccc2)c2cc3ccccc3nc21
  1	-0.7	2.6	-1	-0.2	-24	0.3	-12	-3	0.5	-8
> COc1ccccc1/C=C/C(=O)Nc1cccc(S(=O)(=O)NC2=NCCCCC2)c1
  -3	-2.0	-2.6	-6	-0.5	-6	-0.6	-2	-4	-5.2	3
> O=C(C1CCN(S(=O)(=O)c2ccccc2)CC1)N1CCC1
  0	-1.4	0.7	1	0.7	-4	-0.9	-1	0	0.1	-3
> Cc1cccc(NC(=O)c2cc(=O)n(Cc3ccccc3)c(=O)[nH]2)c1
  4	-1.6	1.3	0	-0.1	-3	-0.6	1	0	0.8	-3
> CCCCOc1ccc(C(=O)NCC(=O)N2CCN(C/C=C/c3ccccc3)CC2)cc1
  -4	-1.1	-2.7	-5	-1.4	4	-3.1	-1	1	1.7	-5
> CC(C)(C)c1[nH]c2ccccc2c1/C=N/O
  0	-0.5	-0.9	1	1.0	0	-0.1	1	-3	2.1	4
> Cn1cnc2c1c(=O)n(Cc1ccccc1C#N)c(=O)n2C
  2	-0.9	0.5	-1	-1.3	-5	-0.3	0	-1	0.0	-4
> c1ccc(CN2CCN(C3CCCSc4ccccc43)CC2)cc1 (centres undefined)
  0	-1.0	-1.2	-2	0.5	-5	0.3	0	-1	1.0	-6
> CCc1ccccc1NC(=O)CN(C)C(=O)COC(=O)c1ccco1
  3	-1.6	-0.8	0	-0.4	-4	0.8	4	-3	-2.7	4
> Cc1ccc(-c2nn(-c3ccccc3)cc2/C=N/NC(=O)c2ccc3c(c2)OCO3)cc1
  1	-1.1	-0.8	-1	-0.6	3	0.1	-2	2	-0.6	8
> Cc1cc(Br)ccc1NC(=O)c1cnc(N2CCN(c3ccccn3)CC2)c2ccccc12
  -1	-0.9	-0.9	0	.	-9	0.2	-8	-2	1.0	1
> Cc1ccc(C)c(C(C)NC(=O)c2ccc(Br)o2)c1 (centres undefined)
  -2	-1.6	-0.8	-1	0.1	3	-0.3	6	0	0.6	-3
> COc1ccccc1/C=C/C=C1N=C(/C=C/c2ccc(Cl)cc2)OC/1=O
  -4	-1.4	-0.2	0	1.6	-5	-0.6	-3	-1	2.4	2
> CCOC1(OCC)N=C(N)C2(C#N)C(c3ccc(NC(C)=O)cc3)C12C#N (centres undefined)
  -4	-0.7	-0.4	-1	-0.5	-113	-0.4	-95	-24	3.0	1
> COc1ccc(C2=NS(=O)(=O)N(C)C(C(=O)Nc3cc(C)ccc3O)=C2)cc1OC
  -3	-0.9	1.9	0	-1.3	-2	-1.9	0	5	-5.1	5
> CCN1C(=O)[C@H]2[C@@H](c3ccc(OC)cc3)N3C(=O)CN(CC4CC4)C(=O)[C@@]3(C)[C@H]2C1=O
  6	-1.1	2.1	0	-0.6	-4	-0.2	-4	-2	2.1	6
> C/C(CCc1ccccc1)=N/NC(=O)C(=O)NC(C)c1ccccc1 (centres undefined)
  -7	-0.6	-0.4	0	1.6	2	0.4	-1	2	-4.7	2
> Cc1ccc2c(c1)c(C1=c3ccccc3=NC1=O)c(O)n2C
  1	-0.4	4.3	0	1.8	-5	0.5	-1	-1	0.2	1
> O=C(Nc1ccc2nsnc2c1)C1CC1
  -3	-0.8	-1.0	-1	-0.9	-200	-1.0	-190	-90	1.6	-1
> Cc1ccc(C(O)c2ncc(-c3cccc(C(F)(F)F)c3)[nH]2)c(C)c1 (centres undefined)
  2	-1.3	-1.7	-7	.	7	0.7	3	5	4.1	-3
> Cc1cccc(Cn2cc(COC(=O)NCC(C)C)nn2)c1
  2	0.1	-2.1	3	.	-1	-0.2	4	2	4.6	-3
> CCOC(=O)C1(CCOc2ccccc2)CCN(Cc2cc(OC)c(O)c(OC)c2)CC1
  -1	-1.2	-1.6	-1	-0.5	-5	0.4	0	-1	-1.5	3
> CCc1c(C)nc2c(OC)cccc2c1SCCC(=O)O
  -3	-1.0	-1.7	0	0.3	-50	0.5	-41	-21	-1.1	0
> CCCCCCC1CC(C)(C(=O)CNc2nncs2)OC1=O (centres undefined)
  -3	-1.7	-0.9	1	-1.6	3	0.1	1	4	-1.9	0
> COC(=O)c1c(NC(=O)c2ccccc2C(=O)O)sc2c1CCCC2
  -5	-1.3	0.4	-2	-0.3	-36	-0.5	-24	-5	-3.7	-11

# Gathered by group: the entries above with two or more sulfur atoms (2)
# Order of values – MBD2 DNA inh	ssDAF12 agonist	hcDAF-12 act	SMARCA2 activ	DAX1 inh-1	PLCb3 inh	DAX1 inh-2	PLC-gamma1 inh	ADAM17 inh	hgDAF12 agonist	NR1D1 modulator
> Cc1cc(C)n2nc(SCc3nnc(SCc4ccccc4Cl)s3)nc2n1
  2	-1.7	-1.7	0	0.7	1	0.7	2	-2	-0.3	0
> Cc1csc(NC(=O)c2cc3c(s2)CCC3)n1
  -2	0.8	7.4*	3	-1.4	-17	2.7	-14	1	17*	-1
